uPA surface inh: qHTS for Inhibitors of Cell Surface uPA Generation; cell surface uPA generation assay, qHTS; Potency, µM (highest dose often 38.3 µM), for inactives: at the highest dose activity change, negative = inhibition, actives largely listed as inhibitors; 330,000 tested, 0.31% active; active = well fitted inhibition curve with a large enough effect; inconclusive = small, poorly fitted or top-dose-only effect; inactive = no such curve, though single readings can be large or run the other way; tested in mouse RAW 264.7 cells; note: potency is the fitted concentration of half-maximal effect; % is set by controls: 0 for no effect and ±100 for the full control effect; nearly all actives have a fitted effect of over 55% in size
KCNH2 3.1 block: qHTS for Inhibitors of KCHN2 3.1: Mutant qHTS | U2OS KCNH2 3.1, thallium flux FluxOr; stronger effect = lower value | AID 720553, 2013 | activity change, % (tested at about 1.8 µM) | Potassium voltage-gated channel subfamily H member 2, brain isoform KCNH2 3.1 (human) | 340,000 tested, 0.95% active;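 active = maximum activity change below -70%; inconclusive = maximum activity change from -70% to -50%; inactive = maximum activity change above -50%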;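 note: thallium influx rate constant from kinetic fluorescence after stimulation buffer; % is set by controls: 0 for no effect and ±100 for the full control effect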
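Normalized rate constant (relative to positive and negative DMSO controls) derived from a 2 min kinetic fluorescence read after stimulation; U2OS cells expressing the 3.1 isoform via virus at 1.77 x 10^8 /mL.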
RORgamma inh: qHTS for inhibitors of ROR gamma transcriptional activity. Nuclear receptor ROR-gamma (Mus musculus), P51450. Drosophila S2 Gal4-RORgamma UAS-luciferase reporter, 20 h. Potency, µM (highest dose often 53.6 µM), for the others: at the highest dose activity change, negative = inhibition, hits mostly inhibitors. 310,000 tested, 5.4% active; note: potency is the fitted concentration of half-maximal effect; % is set by controls: 0 for no effect and ±100 for the full control effect; nearly all actives have a fitted effect of over 60% in size
Target sequence (P51450 whole entry, looked up, the tested form may be a part): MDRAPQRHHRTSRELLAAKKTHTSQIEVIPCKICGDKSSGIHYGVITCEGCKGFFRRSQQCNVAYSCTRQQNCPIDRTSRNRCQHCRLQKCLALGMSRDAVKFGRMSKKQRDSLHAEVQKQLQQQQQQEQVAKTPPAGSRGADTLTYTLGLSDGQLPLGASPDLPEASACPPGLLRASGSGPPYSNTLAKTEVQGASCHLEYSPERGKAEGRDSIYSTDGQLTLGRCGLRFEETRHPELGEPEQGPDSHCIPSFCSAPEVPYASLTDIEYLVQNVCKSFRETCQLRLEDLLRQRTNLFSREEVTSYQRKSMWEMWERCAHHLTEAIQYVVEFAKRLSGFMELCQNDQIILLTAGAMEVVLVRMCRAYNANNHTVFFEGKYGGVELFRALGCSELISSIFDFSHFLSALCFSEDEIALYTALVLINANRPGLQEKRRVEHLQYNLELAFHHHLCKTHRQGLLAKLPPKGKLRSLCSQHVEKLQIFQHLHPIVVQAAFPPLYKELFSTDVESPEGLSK
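In this cell-based reporter format, copper sulfate (700 uM final) drives Gal4–ROR gamma fusion expression from a metallothionein promoter in Drosophila Schneider cells; compounds preincubated 1 hr, reporter read after 20 hr at ambient temperature.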
NPC1 prom act: qHTS Assay for NPC1 Promoter Activators | AID 485313, 2010 | Potency, µM (top dose mostly 9.22 µM), for the others: at the top dose activation, actives largely listed as activators | 320,000 tested, 2.4% active | Huh7 NPC1 promoter luciferase reporter, 24 h;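 note: potency is the fitted concentration of half-maximal effect; % of control where 0% means no effect; nearly all actives have a fitted effect of over 60% in size; reporter is driven by a mutant NPC1 promoter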
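Luminescence from an NPC1 promoter-driven luciferase reporter in stably transfected Huh7 cells was measured after 24 h compound treatment at 37 °C, followed by 10 min ambient incubation with luciferase detection reagent.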
Gal4-VP16 FLuc: VP16 counterscreen qHTS for inhibitors of ROR gamma transcriptional activity | AID 2546, 2010 | 310,000 tested, 3.5% active | Potency, µM (titrated, usually from 53.6 µM), for inactives: top-dose activity, negative = inhibition, hits mostly inhibitors | Drosophila S2 Gal4-VP16 UAS-luciferase, luminescence, 20 h;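 note: Gal4-VP16 expression switched on by copper sulfate through the metallothionein promoter; potency is the fitted concentration of half-maximal effect; % is set by controls: 0 for no effect and ±100 for the full control effect; nearly all actives have a fitted effect of over 50% in size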
Rab9 promoter act: qHTS Assay for Rab9 Promoter Activators | Huh7 Rab9 promoter-luciferase reporter, luminescence, 24 h | 320,000 tested, 2.8% active | Potency, µM (series often up to 9.22 µM), for inactives: at the top dose activation, negative = inhibition, most hits filed as activators; note: potency is the fitted concentration of half-maximal effect; % of control where 0% means no effect; nearly all actives have a fitted effect of over 60% in size
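Luciferase signal after 10 min detection reagent at ambient indicates Rab9 promoter upregulation; stably transfected Huh7 cells were treated 24 h with compound in DMSO at 37 °C, 5% CO2.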
Giardia kill: Small Molecules that selectively kill Giardia lamblia: qHTS; Giardia lamblia trophozoite viability; 340,000 tested, 0.15% active; AID 540267, 2011; activity change, % at 7.66 µM, hits read low; in the data active = activity change below about -80%; inconclusive = between about -30% and that limit;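 note: parasites exposed to compound for two days anaerobically before the ATP read; % is set by controls: 0 for no effect and ±100 for the full control effect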
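Each well holds 100 Giardia trophozoites and compound. After two days (48 hrs) at 37 deg C in anaerobic conditions, ATP is quantified by luminescence.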
ELG1 genotoxic: qHTS screen for small molecules that induce genotoxicity in human embryonic kidney (HEK293T) cells expressing luciferase-tagged ELG1 | HEK293T ELG1-luciferase reporter, luminescence, 16 h | Potency, µM (top dose mostly 46 µM), for the others: at the highest dose activity change, positive = activation, usual class: activators | 330,000 tested, 1.3% active; note: potency is the fitted concentration of half-maximal effect; % of control where 0% means no effect; nearly all actives have a fitted effect of over 60% in size
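HEK293T cells expressing luciferase-tagged ELG1 were exposed to compound or DMSO vehicle for 16 hr at 37 °C and 5% CO2. Luciferase activity was then measured with ONE-Glo after 30 min at room temperature.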
Tb PFK inh: qHTS Assay to Find Inhibitors of T. brucei phosphofructokinase; ATP-dependent 6-phosphofructokinase (Trypanosoma brucei brucei), O15648; T. brucei PFK, ADP-Glo luminescence; Potency, µM (highest dose often 57.5 µM), for the others: top-dose activity, negative = inhibition, hits mostly inhibitors; 330,000 tested, 0.17% active; AID 485367, 2010;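 note: potency is the fitted concentration of half-maximal effect; 0% = uninhibited 1x PFK enzyme wells and -100% = no-enzyme wells; nearly all actives have a fitted effect of over 60% in size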
Target sequence (O15648 whole entry, looked up): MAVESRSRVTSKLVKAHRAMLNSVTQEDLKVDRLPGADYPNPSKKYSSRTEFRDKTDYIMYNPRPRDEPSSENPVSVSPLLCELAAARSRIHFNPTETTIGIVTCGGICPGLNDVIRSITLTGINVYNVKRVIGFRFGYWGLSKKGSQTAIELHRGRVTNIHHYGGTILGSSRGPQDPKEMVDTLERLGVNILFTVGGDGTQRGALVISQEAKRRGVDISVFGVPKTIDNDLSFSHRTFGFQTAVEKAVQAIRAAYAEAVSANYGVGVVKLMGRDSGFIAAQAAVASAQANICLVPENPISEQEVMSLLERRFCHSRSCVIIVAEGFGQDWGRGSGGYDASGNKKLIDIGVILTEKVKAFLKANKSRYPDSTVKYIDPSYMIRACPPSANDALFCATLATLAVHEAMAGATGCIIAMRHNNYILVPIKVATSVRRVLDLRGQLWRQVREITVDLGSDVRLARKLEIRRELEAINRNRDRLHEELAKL
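ADP-Glo luminescence quantified ADP after 45 min at room temperature, with 1.25 nM T. brucei PFK, 0.1 mM ATP and 0.5 mM fructose-6-phosphate in pH 8.0 TEA buffer. qHTS titrations up to 57 µM; curves classified by quality.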
Coupling enz: qHTS Assay for Inhibitors of Fructose-1,6-bisphosphate Aldolase from Giardia Lamblia: Coupling assay counterscreen | coupling enzyme system counterscreen, AmpLite Red fluorescence | activity change, negative = inhibition, % at 58.2 µM, hits read low | 290,000 tested, 0.67% active | AID 2472, 2010; in the data active = activity change below about -30%; note: % is set by controls: 0 for no effect and ±100 for the full control effect
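Coupling enzymes only (glyceraldehyde-3-phosphate) + compound, at 57.5 uM final, 10 min RT; add substrate/coupling/AmpLite Red mix, 20 min RT; fluorescence ex 525/em 598 nm. Actives flag coupling-system interference.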
FLuc counter: qHTS profiling assay for firefly luciferase inhibitor/activator using purifed enzyme and Km concentrations of substrates (counterscreen for miR-21 project); purified FLuc, Km substrates, luminescence inhibition; 360,000 tested, 6.9% active; Potency, µM (top dose mostly 57.5 µM), for the others: at the top dose activity change, negative = inhibition, hits mostly inhibitors;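 note: potency is the fitted concentration of half-maximal effect; plate controls were vehicle for no effect and reference inhibitor for full effect; nearly all actives have a fitted effect of over 55% in size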
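Purified P. pyralis luciferase (10nM final) with 10uM D-luciferin and 10uM ATP (Km levels) in 50mM Tris acetate pH 7.5, 10mM Mg acetate, 0.01% Tween-20, 0.05% BSA; qHTS 6-point titration, ~60 µM downward; luminescence read.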
* marks the source's active call; other numbers are inactive results; u = inconclusive; x = not tested or not shown; [ ] = dose if it differs, or a comment. Unless noted, calls come from the whole dose curve; as a rule, active = well fitted curve in the direction sought with a large enough effect; inconclusive = small, poorly fitted or top-dose-only effect, or another doubt; inactive = no such curve, though single readings can be large; an effect the other way counts as inactive or inconclusive.

SMILES | uPA surface inh | KCNH2 3.1 block | RORgamma inh | NPC1 prom act | Gal4-VP16 FLuc | Rab9 promoter act | Giardia kill | ELG1 genotoxic | Tb PFK inh | Coupling enz | FLuc counter
Cc1cccc(NC(=S)N(Cc2cccc(Br)c2)CC2CCC(C(=O)O)CC2)c1 (stereo unspecified) | -20% | -8 | 3% | -1% | -20% | -1% | -5 | 3% | -9% | 4 | -16%
COc1ccc(CNC(=O)C2CCN(S(=O)(=O)c3ccc4c(c3)N(C(C)=O)CCO4)CC2)cc1 | -3% | -1 | -1% | 0% | 0% | 1% | -23 | -2% | -1% | 5 | 1%
CCOC(=O)CSc1nnc(CNC(=O)c2ccc([N+](=O)[O-])cc2)n1C | -1% | -4 | 1% | -2% | -2% | -5% | -5 | 6% | -2% | -1 | 3%
COc1cc(/C=C/C(=O)OCC(=O)N2c3ccccc3CC2C)cc(OC)c1OC (stereo unspecified) | 10µM* | -8 | x | -4% | x | -2% | -1 | 0% | 0% | x | 2%
Cc1cccc(Nc2nc(N)nc(CCl)n2)c1 | -9% | 2 | u | -39%[inhibitor] | 10µM* | -50%[inhibitor] | 8 | -7% | 0% | 0 | u
CS(=O)(=O)N(CC(=O)O)c1ccc(C23CC4CC(CC(C4)C2)C3)cc1 | 12% | -15 | -13% | 4% | 0% | 7% | -10 | 0% | 3% | 8 | 1%
O=C(N/N=C/c1cccc(Cl)c1)C1CCCC1 | -5% | 21 | -7% | 19% | 3% | 18% | 0 | u | 0% | x | u
CCCCNC(=O)CCn1c(=S)[nH]c2cc3c(cc2c1=O)OCO3 | 0% | -7 | -21% | -3% | -11% | -1% | 2 | u | -1% | 3 | 5%
COCc1ccc([C@@H]2C[C@H]3CN(Cc4cccnc4)C(=O)[C@]34CCCN24)o1 | 2% | -1 | -2% | -5% | 2% | -10% | 15 | 0% | -7% | 0 | 5%
O=C(CCN1N=C(c2ccccc2)CCC1=O)NCCCN1CCOCC1 | 10% | 0 | -24% | -2% | 1% | -1% | 5 | 4% | 0% | x | 3%
CCCCN(C(=O)c1[nH]c(C)c(C(C)=O)c1C)c1c(N)n(CCCC)c(=O)[nH]c1=O | 2% | 4 | x | 0% | x | 10% | -8 | -10% | 1% | x | -2%
CCCOc1ccc(C(=O)NNC(=S)NC(=O)c2ccccc2)cc1 | 12% | -1 | 10µM* | -12% | u | 0% | -10 | u | 1% | 0 | 0%
CCOc1c2ccc(C(=O)NCCCCc3ccccc3)cc2nn1CC | 12% | 15 | 19% | -1% | -17% | -3% | 26 | -2% | -9% | 4 | -11%
Cc1cc(C(=O)CSc2nnc(-c3cccnc3)n2-c2ccccc2F)c(C)n1C | -3% | -6 | -1% | -1% | -2% | -2% | 13 | -15% | 2% | -1 | -11%
COc1ccc(C2SCC(=O)N2CC23CC4CC(CC(C4)C2)C3)cc1 (stereo unspecified) | 6% | -19 | 0% | 2% | -3% | -1% | -17 | -8% | -1% | -3 | 5%
CCOc1ccccc1N1CCN(Cc2ccc(Br)s2)CC1 | 5% | -33 | 15% | 3% | 5% | -10% | 4 | -3% | 2% | 6 | 12%
O=C(NCc1n[nH]c(=S)n1-c1ccc(F)cc1)c1ccc(S(=O)(=O)N2CCOCC2)cc1 | 6% | -12 | 17% | -1% | 0% | 3% | 6 | 0% | 1% | 8 | -1%
Cc1ccc(NC(=O)COC(=O)CCc2ccc(S(=O)(=O)N3CCOCC3)cc2)cc1C | 0% | 3 | 1% | -2% | -20% | -3% | 33[activator] | 0% | -3% | 4 | -3%
O=C(Nc1cccc(Cl)c1)Nc1cc(S(=O)(=O)N2CCOCC2)ccc1N1CCCC1 | -3% | -22 | 5% | 4% | 3% | -6% | 7 | -3% | -1% | 1 | -5%
O=C(Cc1sc(-c2ccccc2)nc1-c1ccccc1)Nc1ccccc1 | 14% | -18 | -20% | 0% | -16% | -4% | -19 | 6% | 0% | 1 | -19%
Cc1ccc(CSC2=Nc3ccccc3C3=NC(=O)CN23)cc1 | 0% | 11 | u | 5% | -2% | 8% | 4 | 10% | 3% | 4 | -22%
CC(C)NC(=O)N(C)C[C@H]1Oc2ccc(NC(=O)Cn3cnnn3)cc2C(=O)N([C@H](C)CO)C[C@@H]1C | -3% | 0 | x | x | x | x | 4 | 2% | -9% | x | x
CC1CN(C2CCN(S(=O)(=O)c3ccc(F)cc3)CC2)CC(C)O1 (stereo unspecified) | -8% | 2 | -17% | 1% | 3% | 1% | 26 | -2% | 2% | 3 | 4%
O=C(c1cc(-c2cccs2)on1)N1CCOCC1 | x | 18 | -36% | 2.8µM* | 3% | u | 8 | u | -1% | 0 | 19µM*
N#Cc1ccc(OCC(=O)NN2Cc3ccccc3C2=N)cc1 | 6% | -9 | 0% | -5% | -6% | -10% | -9 | 0% | -5% | 0 | -3%
CC(=O)c1c(C)[nH]c(C(=O)OCC(=O)Nc2cccnc2Cl)c1C | 4% | 2 | x | x | x | x | 2 | 2% | 3% | x | x
Cc1nn(-c2ccccc2)c(C)c1C(=O)OCC(=O)NC(=O)NC1CCCC1 | -2% | 5 | 27% | -4% | -3% | 4% | 5 | 3% | 1% | 5 | -7%
Cc1ccc(NC(=O)C2(NC(=O)c3cccc(N4C(=O)CSC4c4ccccc4)c3)CCCCC2)cc1 (stereo unspecified) | -5% | -8 | 35% | 0% | -6% | 2% | 3 | -7% | 6% | 1 | 4%
COc1ccc(-c2cn(CCO)c(-c3ccc(Cl)nc3)n2)cc1 | 2% | -4 | x | 0% | x | -6% | -1 | 3% | -1% | x | -15%
O=C(Nc1ccnn1C1CCN(Cc2ccc(Cl)cc2)CC1)C1CCCC1 | 14% | -44 | 31% | -3% | 19% | 2% | -3 | -10% | -1% | x | u
Cc1cccc(-n2c(C)cc(/C=N\NC(=O)c3ccco3)c2C)c1 | -3% | -11 | u | u | u | 1.1µM* | -20 | u | 12% | 0 | 9.5µM*
CCc1cc([N+](=O)[O-])cc(CC)c1N | -4% | -15 | 42% | 0% | -1% | 1% | -21 | -13% | -9% | -1 | 5%
CC(C)n1c(Sc2nccn2C)nc2c1c(=O)n(C)c(=O)n2C | 4% | 21 | 2% | 1% | -6% | 2% | -10 | 0% | 1% | 5 | 2%
Cc1ccc(-c2ccc([C@H]3[C@@H]4C=CCC[C@@]4(C)C(=O)N3Cc3ccccc3)c(F)c2)cc1 | -4% | 1 | 7% | -10% | 3% | -4% | 19 | -6% | 4% | -2 | -1%
Cn1c(-c2ccc(F)cc2)cnc1SCC(=O)NCc1ccco1 | 0% | -4 | u | -14% | -22% | 0% | 4 | -4% | 3% | -13 | 4%
Cc1oc2c(c1C(=O)N1CCC(C)CC1)C(=O)c1ccccc1C2=O | 10µM* | 14 | 7.9µM* | -12% | u | -23% | u | -3% | 1% | -46* | 5%
Cc1ccc(Sc2cc(N3CCOCC3)nc(-c3ccccc3)n2)cc1 | -5% | -5 | 19% | -5% | -18% | -3% | 10 | 1% | -2% | 0 | 5%
Cc1onc(-c2ccccc2)c1C(=O)Nc1ncc([N+](=O)[O-])s1 | -6% | 2 | u | -11% | u | -19% | -94* | -39%[inhibitor] | -1% | 8 | -20%
OCCC1CN(Cc2cccn2-c2ccccn2)CCN1C1CCCC1 (stereo unspecified) | -2% | 0 | -12% | -2% | -3% | 12% | -13 | 0% | 0% | 1 | 7%
COC(=O)c1ccc(CNC(=O)COC(=O)c2cc(Cl)ccc2O)cc1 | 1% | -8 | x | x | x | x | -11 | 0% | 4% | x | x
O=C(COc1ccc(Cl)cc1Cl)OCC(=O)N1CCCc2ccccc21 | -13% | 15 | u | -3% | -12% | -1% | 5 | 4% | 4% | -2 | -1%
Cc1ccc(C#CC[N+]2(C)CCCCC2)cc1 | -4% | 6 | 28% | -2% | 3% | -11% | 5 | -6% | 2% | 0 | -1%
O=C(Nc1ccc2oc(-c3ccncc3)nc2c1)c1ccc2c(c1)OCCO2 | -3% | 13 | u | 3% | u | 2% | 9 | 6% | 0% | 0 | 1.7µM*
COc1ccc(C(=O)OCc2csc(C)n2)c(O)c1 | -2% | -7 | u | u | -2% | u | -3 | u | 4% | 1 | 15µM*

From PubChem BioAssay
